# RXFP1 agonist: RXFP1 (human) receptor agonism. Q9HBX9. HEK293T-RXFP1 cAMP TR-FRET, 30 min; response scale: percent of porcine relaxin response, buffer zero. Potency, µM (highest dose often 57.5 µM), without a hit: at the top dose activation, hits mostly activators. 370,000 tested, 0.3% active; also: potency is read from the fitted curve at half-maximal effect; % is scaled to controls: 0 for no effect and ±100 for the full control effect; nearly all actives have a fitted effect of over 60% in size; many of its hits are not listed in these tables
#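 Agonist response is measured as cAMP accumulation in an RXFP1-transfected HEK293T line under PDE4 inhibition. Values are scaled between buffer-only and 29 nM porcine relaxin, and EC50s come from standard Hill equation fits.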
# mIDH1 inhibitor: blocks human mutant IDH1 R132H enzyme; IDH1-R132H enzyme, NADPH consumption, diaphorase/resazurin fluorescence; 390,000 tested, 0.093% active; Potency, µM (doses to about 76.6 µM), inactives show top-dose activity change, negative = inhibition, actives largely listed as inhibitors; also: potency is read from the fitted curve at half-maximal effect; % is scaled to controls: 0 for no effect and ±100 for the full control effect; nearly all actives have a fitted effect of over 65% in size
# Target sequence (O75874 whole entry R132H, stated change not applied): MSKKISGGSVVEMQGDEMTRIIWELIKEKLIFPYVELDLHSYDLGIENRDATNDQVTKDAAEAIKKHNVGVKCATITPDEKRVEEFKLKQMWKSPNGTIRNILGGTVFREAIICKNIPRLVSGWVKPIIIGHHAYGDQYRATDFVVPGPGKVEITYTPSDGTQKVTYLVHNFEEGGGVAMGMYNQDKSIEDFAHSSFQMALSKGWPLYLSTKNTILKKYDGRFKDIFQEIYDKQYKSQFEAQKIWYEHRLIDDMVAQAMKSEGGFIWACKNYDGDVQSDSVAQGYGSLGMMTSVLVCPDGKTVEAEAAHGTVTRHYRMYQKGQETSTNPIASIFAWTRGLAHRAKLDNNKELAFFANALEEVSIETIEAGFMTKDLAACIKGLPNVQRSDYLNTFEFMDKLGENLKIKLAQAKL
#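 IDH1-R132H (0.5 ug/mL) preincubated 30 min with compound, then NADPH (0.016 mM) and alpha-KG (2 mM) added; 80 min at RT, pH 7.5. Remaining NADPH coupled via diaphorase/resazurin to fluorescence (540/590 nm); concentration-response curves normalized to no-enzyme control.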
# Vif-A3G inh: inhibitors of Vif-APOBEC3G interaction; Q9HC16; HeLa A3G-eYFP + Vif (tagged APOBEC3G with the HIV-1 protein that degrades it), YFP fluorescence, overnight; 410,000 tested, 0.076% active; AID 602310; Potency, µM (top dose mostly 46.1 µM), without a hit: top-dose activity, negative = active, most hits filed as inhibitors;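 also: potency is read from the fitted curve at half-maximal effect; % is scaled to controls: 0 for no effect and ±100 for the full control effect; nearly all actives have a fitted effect of over 60% in size; hits raise eYFP signal because A3G escapes Vif-driven loss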
#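 HeLa cells stably expressing Vif and C-terminally eYFP-tagged A3G, seeded overnight at 37 deg C, then exposed to compound by pintool overnight at 37 deg C. Rise in yellow fluorescence (Ex 488/Em 500-530, Acumen) marks blocked Vif-driven A3G degradation.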
# TrxR1 substrate: rat thioredoxin reductase 1 substrate activity; O89049; 390,000 tested, 0.01% active; Potency, µM (series often up to 114 µM), for the others: top-dose activity change, negative = substrate turnover; purified TrxR1 substrate turnover, NADPH consumption readout; also: potency is read from the fitted curve at half-maximal effect; % is scaled to controls: 0 for no effect and ±100 for the full control effect; nearly all actives have a fitted effect of over 50% in size
# Target sequence (O89049 whole entry, looked up): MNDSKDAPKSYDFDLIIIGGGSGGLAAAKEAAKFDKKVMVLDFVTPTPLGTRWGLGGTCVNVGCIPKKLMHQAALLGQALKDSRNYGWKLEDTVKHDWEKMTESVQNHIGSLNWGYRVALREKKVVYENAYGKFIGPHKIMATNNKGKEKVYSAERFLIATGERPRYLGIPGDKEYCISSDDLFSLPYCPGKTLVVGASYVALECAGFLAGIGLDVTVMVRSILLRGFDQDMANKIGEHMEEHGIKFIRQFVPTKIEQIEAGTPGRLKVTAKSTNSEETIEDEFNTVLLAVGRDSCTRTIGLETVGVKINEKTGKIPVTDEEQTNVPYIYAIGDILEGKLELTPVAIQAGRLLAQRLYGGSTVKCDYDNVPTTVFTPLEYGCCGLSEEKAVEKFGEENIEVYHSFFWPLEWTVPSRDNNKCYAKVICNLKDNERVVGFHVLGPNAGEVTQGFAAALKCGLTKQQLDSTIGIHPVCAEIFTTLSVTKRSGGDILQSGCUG
#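 Rat TrxR1, dispensed at 90 nM, was prereduced with 400 uM NADPH (final) for 5 min at ~22 deg C, then incubated with compound 15 min before 400 uM selenite. A first-read NADPH fluorescence drop versus no-compound background flagged substrates.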
# Vif-APOBEC3F blk: inhibitors of Vif-A3F interaction | HeLa A3F-eYFP + Vif (tagged APOBEC3F with the HIV-1 protein that degrades it), YFP fluorescence increase | Potency, µM (doses to about 46.1 µM), inactives show top-dose activity, negative = active | 390,000 tested, 0.2% active | AID 602313; also: potency is read from the fitted curve at half-maximal effect; % of control where 0% means no effect; nearly all actives have a fitted effect of over 65% in size
#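 HeLa cells stably expressing A3F-eYFP plus Vif, plated and incubated overnight at 37 deg C, then exposed to compounds overnight at 37 deg C. Blocked degradation read as raised yellow fluorescence (Ex 488/Em 500-530).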
# LDHA inh: blocks human lactate dehydrogenase A; P00338; purified LDHA, NADH/diaphorase-resazurin fluorescence; stronger effect = lower value; activity change, % (values are at about 110 or 230 µM); 480,000 tested, 0.15% active; in the data active = activity change below about -30%; inconclusive = mostly about -25% to -30%;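 also: plate controls were DMSO wells for no effect and wells without enzyme for full effect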
#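 Human LDH5 at 2 nM final in Tris HCl pH 7.4 with 0.06 mM NADH and 0.2 mM pyruvate, reacted 5 minutes at room temperature. Remaining NADH coupled via diaphorase/resazurin; resorufin fluorescence read at 0 and 20 minutes, normalized to enzyme-free and DMSO wells.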
# GRP78 ERSR act: inducers of ER stress response in human glioma cells | U87-MG GRP78 promoter luciferase reporter, 16 h | Potency, µM, for inactives: top-dose activation, actives largely listed as activators | 420,000 tested, 0.02% active | AID 602332; also: potency is read from the fitted curve at half-maximal effect; series mostly up to about 76 µM; % of control where 0% means no effect; nearly all actives have a fitted effect of over 35% in size
#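 Stably transfected U87-MG human glioma cells carrying a GRP78-based luminescent sensor were seeded at 1000 cells/well, pin-dosed with compounds and incubated 16 h. Luciferase reagent was then added, and end-point luminescence was read after 10 min at room temperature.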
# USP1 inh: USP1/UAF1 (human) deubiquitinase inhibition | O94782 | 390,000 tested, 0.23% active | recombinant USP1/UAF1, Ub-Rhodamine cleavage fluorescence | Potency, µM (series often up to 57.1 µM), for inactives: top-dose activity change, negative = inhibition, most hits filed as inhibitors | AID 743255; also: potency is read from the fitted curve at half-maximal effect; % is scaled to controls: 0 for no effect and ±100 for the full control effect; nearly all actives have a fitted effect of over 60% in size; inactives centre near -12
#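 1 nM enzyme complex + cpd, 15 min RT; start with Ub-Rho 150nM final; kinetic fluorescence ex 480/em 540, 6 reads q60 s. Buffer 50mM HEPES pH 7.8, 0.5mM EDTA, 0.1 mg/ml BSA, 1mM TCEP, 0.01% Tween-20.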
# PI4K2A block: PI4K2A (human) kinase inhibition; Q9BTU6; purified PI4K2A, ADP-Glo luminescence, 1 h; stronger effect = lower value; activity change, negative = inhibition, % at 76.9 µM; 420,000 tested, 0.13% active; AID 1346378; in the data active = activity change below about -50%; inconclusive = mostly about -30% to -49%;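 also: -100% = wells without enzyme as full effect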
#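 Compounds are screened against recombinant PI4K2A using PI as substrate and ATP, the latter dispensed at 300 microM. Reactions run one hour at ambient temperature before ADP-Glo detection; full inhibition defined by wells lacking enzyme.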
# An asterisk follows results filed as active; u = inconclusive; x = not tested or not shown; & = joins results of further samples; [ ] = remark or other dose. Unless noted, calls follow the shape of the dose curve; as a rule, active = well fitted curve in the direction sought with a large enough effect; inconclusive = small, poorly fitted or top-dose-only effect, or another doubt; inactive = no such curve, though single readings can be large; an effect the other way counts as inactive or inconclusive. Not all compounds are listed; count on the stated rates, not on these rows.
canonical_smiles,LDHA inh,PI4K2A block,Vif-A3G inh,USP1 inh,TrxR1 substrate,Vif-APOBEC3F blk,RXFP1 agonist,mIDH1 inhibitor,GRP78 ERSR act
COc1ccc(OCCC(=O)OCC(=O)NCCC2=CCCCC2)cc1,-8.9,-0.4,0.1%,-1.4%,8.2%[57.1 µM],-10.8%,2.8%,14.6%,-6.1%
Cc1cccc(S(=O)(=O)NCCC(=O)OCC(=O)Nc2ccc(C#N)cc2)c1,1.2,-2.6,-3.8%,-18.9%,-4.3%,3.1%,0.3%,0.8%,-2.8%
CC1Cc2nc(SCC(=O)N3CCCCC3)n(C)c(=O)c2S1 (configuration not stated),-3.0,-1.6,-3.4%,-26.5%,x,-1.7%,x,0.5%,-4.0%
CC(C)(C)OC(=O)N/N=C\c1ccc([N+](=O)[O-])s1,-1.4,-1.9,8.2%,-7.2%,-1.1%,0.0%,0.1%,-0.3%,-6.0%
Cc1ccc(-n2cnc3c(=O)[nH]cnc32)cc1[N+](=O)[O-],-7.6,-0.8,-1.6%,-3.0%,-13.2%,1.0%,x,1.2%,-4.7%
N#CCc1ccc(C(=O)c2ccccc2)s1,-5.7,-8.3,-5.2%,-25.2%,8.1%[57.1 µM],-1.5%,3.3%,5.4%,-3.0%
Cc1[nH]c(=O)c(C(=O)c2cc(Cl)ccc2O)cc1C(=O)O,-4.5,-3.5,u,-24.0%,-2.8%[57.1 µM],-11.7%,0.8%,5.9%,2.1%
Cc1cnc2c(c1SCC(=O)N(C)c1ccccc1)c(=O)n(C)c(=O)n2C,2.9,1.7,-2.3%,-11.4%,4.6%[57.1 µM],2.2%,5.8%,3.8%,-1.1%
NC(=O)C1(N2CCCCC2)CCN(S(=O)(=O)c2cc(Cl)sc2Cl)CC1,-1.5,1.5,3.7%,-20.5%,-0.2%,-4.4%,1.0%,0.6%,-1.8%
COc1ccc(NC(=O)c2oc3ccccc3c2NC(=O)c2ccco2)c(OC)c1,-1.9,0.5,-1.4%,-13.4%,104.9%[activator],-1.4%,0.0%,-1.6%,-1.4%
CCOC(=O)C1=C(COC(=O)C2(C)CC2(Cl)Cl)NC(=O)NC1c1ccc(OC)cc1 (configuration not stated),1.7,2.3,-2.0%,-4.9%,-4.5%[57.1 µM],9.2%,-1.7%,-2.0%,-4.0%
CCOC(=O)C(NC(=O)C1CCCN1C(=O)OCc1ccccc1)C(=O)OCC (configuration not stated),0.2,0.6,0.8%,6.6%,0.1%[57.1 µM],-2.9%,-2.9%,0.0%,-0.3%
O=C(CCNS(=O)(=O)c1ccc(F)cc1)N1CCN(c2ncccn2)CC1,-0.3&2.3,-0.5,-3.8%,-20.7%,x,-1.2%,x,3.8%,-2.7%
CC1=C(C(=O)OCC2CCCO2)C(c2ccc(C)o2)C2=C(CC(c3ccc(F)cc3)CC2=O)N1 (configuration not stated),-0.4,-0.8,4.5%,-4.2%,2.6%[57.1 µM],0.0%,0.3%,-0.9%,-3.7%
Cn1c(Cn2c(=O)sc3ccccc32)nnc1SCC(=O)Nc1ccccc1F,-1.9,2.8,-3.4%,-17.9%,4.2%[57.1 µM],6.0%,1.5%,12.4%,-3.4%
Cc1ccc(Cn2c(O)c(N=O)c3ccccc32)cc1,-4.2,0.6,0.0%,u,-9.6%,-0.9%,0.7%,-3.9%,1.5%
N#CC1=C(N)Oc2cc(N)ccc2C1c1cccc(Br)c1 (configuration not stated),4.6,-6.5,u,u,-2.4%,-7.9%,2.9%,1.5%,-5.0%
Cc1cc(C)cc(C(=O)N2CC(C)OC(C)C2)c1 (configuration not stated),0.0,-5.0,1.8%,-17.4%,-7.9%,-3.2%,-1.0%,2.6%,-2.3%
Cc1onc(-c2c(Cl)cccc2Cl)c1C(=O)c1c[nH]c(C(=O)NCCCN2CCOCC2)c1,-4.4,4.9,-2.0%,-23.2%,-1.6%,4.0%,-0.3%,0.0%,-2.3%
CC(=O)C1=C(c2ccccc2)NC(=O)NC1c1ccc(O)c(O)c1 (configuration not stated),14.2,-1.5,-0.1%,-10.6%,1.9%[57.1 µM],0.8%,1.0%,0.0%,-0.9%
O=C(Nc1ccccc1)c1ccc(S(=O)(=O)N2CCCC2)cc1,-5.7,-2.6,0.7%,-4.2%,9.6%[57.1 µM],-15.3%,-0.2%,-0.7%,1.4%
CC(C)CN(C(=O)C1=NN(c2ccccc2)C(=O)CC1)c1c(N)n(Cc2ccccc2)c(=O)[nH]c1=O,-0.2,2.8,-0.2%,-8.8%,-6.0%,2.8%,2.0%,-11.1%,-1.2%
Cc1ccc(-c2onc(C)c2C)cc1S(=O)(=O)N1CCCCC1,-0.1,-3.0,1.7%,-5.9%,6.2%[57.1 µM],0.6%,-1.0%,4.1%,-0.9%
CCn1ccnc1CNC(=O)CC1C(=O)NCCN1CC(c1ccccc1)c1ccccc1 (configuration not stated),2.9,3.1,-0.5%,-11.8%,3.0%[57.1 µM],-16.2%,-1.7%,4.5%,-4.8%
CC(=O)c1cccc(NC(=O)N2CCCC2C(=O)Nc2ccc3c(c2)OCCO3)c1 (configuration not stated),-2.9,0.2,2.3%,-6.2%,-0.1%,0.2%,5.6%,-4.9%,-3.2%
COCCn1c(-c2ccc(Cl)cc2)cnc1SCC(=O)NCCc1ccc(OC)c(OC)c1,-8.7,5.7,4.1%,-22.5%,1.1%[57.1 µM],5.8%,2.7%,2.0%,-5.2%
O=C(CCCn1c(=S)[nH]c2cc3c(cc2c1=O)OCO3)N1CCN(c2ccc(F)cc2)CC1,-2.8,-2.6,2.1%,-17.4%,6.8%,-3.8%,-0.5%,3.5%,-2.1%
Nc1cccc(-c2nnc3n2CCCCC3)c1,-3.0,0.4,-7.2%,-2.7%,3.5%[57.1 µM],1.3%,-0.6%,0.1%,-5.3%
CCOc1ccc(C(=O)OCC(=O)Nc2nc(OC)cc(OC)n2)cc1OCC,-8.9,0.6,-0.1%,-16.5%,-1.6%,3.5%,2.3%,0.0%,-4.0%
CCOc1cc(/C=C2/NC(=O)N(Cc3ccccc3F)C2=O)ccc1O,0.6,-0.9,-9.2%,-14.3%,-5.2%,-0.6%,1.1%,6.8%,-4.0%
COc1ccccc1CN1CC(C(=O)NCCN(C)CCc2ccccc2)CCC1=O (configuration not stated),-1.3,-2.6,0.4%,0.3%,-1.9%,-7.5%,-2.1%,0.0%,-0.6%
CCCc1nnc(NC(=O)c2cn(CC)c3cc(N4CCN(C)CC4)c(F)cc3c2=O)s1,0.8,-2.4,0.8%,-20.1%,11.1%,-0.3%,0.5%,5.3%,-3.3%
Cc1ccc(S(=O)(=O)Nc2ccc(NC(=O)Nc3cccc(C(F)(F)F)c3)cc2)cc1,-4.5,-1.4,-7.3%,u,-9.5%,-1.1%,0.1%,-7.2%,-13.5%
O=C1c2ccccc2S(=O)(=O)N1CCCN1C(=O)c2ccccc2S1(=O)=O,-8.3,-2.9,-1.0%,-9.8%,7.9%[57.1 µM],-6.2%,x,17.0%,-2.2%
O=C(Nc1c[nH]c(=O)[nH]c1=O)OCc1ccccc1,-1.0,-4.6,1.5%,-1.9%,11.5%[57.1 µM],-9.2%,x,-4.5%,-2.0%
O=C(c1cccc(S(=O)(=O)N2CCOCC2)c1)N1CCCCCC1,-1.1,-2.6,6.0%,-8.7%,-2.3%,-6.3%,0.7%,9.1%,-3.6%
NC(=O)NC(=O)C(Nc1ccc(N2CCCCC2)cc1)c1ccccc1 (configuration not stated),5.9,-2.4,0.1%,-27.5%,-2.4%,-5.7%,0.6%,-1.5%,6.2%

# Reprinted at random: five compounds from above, in no set order.
canonical_smiles,LDHA inh,PI4K2A block,Vif-A3G inh,USP1 inh,TrxR1 substrate,Vif-APOBEC3F blk,RXFP1 agonist,mIDH1 inhibitor,GRP78 ERSR act
O=C(c1cccc(S(=O)(=O)N2CCOCC2)c1)N1CCCCCC1,-1.1,-2.6,6.0%,-8.7%,-2.3%,-6.3%,0.7%,9.1%,-3.6%
O=C(Nc1c[nH]c(=O)[nH]c1=O)OCc1ccccc1,-1.0,-4.6,1.5%,-1.9%,11.5%[57.1 µM],-9.2%,x,-4.5%,-2.0%
NC(=O)NC(=O)C(Nc1ccc(N2CCCCC2)cc1)c1ccccc1 (configuration not stated),5.9,-2.4,0.1%,-27.5%,-2.4%,-5.7%,0.6%,-1.5%,6.2%
O=C1c2ccccc2S(=O)(=O)N1CCCN1C(=O)c2ccccc2S1(=O)=O,-8.3,-2.9,-1.0%,-9.8%,7.9%[57.1 µM],-6.2%,x,17.0%,-2.2%
CCCc1nnc(NC(=O)c2cn(CC)c3cc(N4CCN(C)CC4)c(F)cc3c2=O)s1,0.8,-2.4,0.8%,-20.1%,11.1%,-0.3%,0.5%,5.3%,-3.3%
